M1AAP inhibition = P. falciparum M1AAP inhibitors, biochemical, fluorogenic H-Leu-NHMec substrate, 1536-well (AID 1445); Aminopeptidase N (Plasmodium falciparum (isolate 3D7)); recombinant M1AAP, H-Leu-NHMec fluorogenic kinetic assay; higher % means a stronger effect; inhibition, % at 30 µM; hits with a dose series show IC50 in µM; hit rate 0.42% among 220,000;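 active = primary inhibition above the hit cutoff, then over 50% inhibition at one or more dose response concentrations, cut at about 23% in these data, passing the limit was not always enough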;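 also: plate controls were DMSO full reaction for no effect and no enzyme background for full effect; strong numbers were not always called active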
SIAH1 antagonists = Siah-1 peptide-binding antagonists, primary screen, biochemical, fluorescence polarization, rhodamine-plectin, uHTS (AID 1817); E3 ubiquitin-protein ligase SIAH1 (Homo sapiens); Siah-1 / rhodamine-plectin peptide fluorescence polarization; higher % means a stronger effect; displacement, % at 20 µM; hits with a dose series show IC50 in µM; hit rate 0.02% among 290,000;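 active = displacement of at least 50% at 20 µM, with a fluorescence ratio check between 0.3 and a set limit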;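 also: plate controls were Siah plus tracer with DMSO for no effect and tracer alone without Siah for full effect; strong numbers were not always called active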
HEK293 NOD2/NF-kB = NOD2 signaling inhibitors, cell-based, luminescence, uHTS, HEK293 (AID 1566). HEK293 NOD2/NF-kB luciferase reporter, luminescence; higher % means a stronger effect. inhibition, % at 4 µM; hits with a dose series show EC50 in µM. hit rate 0.63% among 290,000; also: many of its hits are not listed in these tables
XIAP antagonists = XIAP antagonists, biochemical, IAP family, fluorescence polarization (AID 1018). hit rate 0.007% among 200,000. displacement, % at 20 µM, or IC50 in µM where a hit was titrated. XIAP BIR domain, fluorescence polarization peptide displacement; higher % means a stronger effect. E3 ubiquitin-protein ligase XIAP (Homo sapiens); in the data active = displacement above about 50%; also: a part of the inactive calls stands beside numbers as strong as those of hits
CSM14.1 death rescue = rescue of cells from ER stress-induced death, primary screen, 384-well, CSM14.1, thapsigargin, ATP luminescence (AID 1222); 190,000 tested, under 10 active; CSM14.1 thapsigargin-induced death rescue, ATP luminescence; higher % means a stronger effect; one-dose cellular ATP content (survival), % at 20 µM; EC50 in µM for titrated hits;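 active = EC50 below 50 µM in the dose-response confirmation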;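 also: death triggered by thapsigargin at about 15 µM added after 2 h compound pretreatment; cell ATP read after overnight thapsigargin exposure of roughly 18 to 22 hours; normalized against plate controls of thapsigargin alone and 5% DMSO vehicle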
M17LAP inhibition = P. falciparum M17LAP inhibitors, primary screen, biochemical, fluorogenic H-Leu-NHMec substrate, 1536-well (AID 1619) | recombinant M17LAP, H-Leu-NHMec fluorogenic kinetic assay; higher % means a stronger effect | one-dose inhibition, % at 30 µM; IC50 in µM for titrated hits | hit rate 0.38% among 220,000;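 active = compound inhibiting the enzyme by more than half at any dose during confirmatory dose-response retesting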;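 also: plate controls were full reaction with DMSO carrier for no effect and no enzyme background for full effect; strong numbers were not always called active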
LYP phosphatase = inhibitors of LYP phosphatase, biochemical, fluorescence intensity, uHTS (AID 1779). recombinant LYP phosphatase, fluorescence intensity; higher % means a stronger effect. one-dose inhibition, % at 11.5 µM; IC50 in µM for titrated hits. hit rate 0.054% among 290,000;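 also: plate controls were vehicle with enzyme for no effect and no enzyme for full effect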
Hep lipid drop = inhibitors of hepatocyte lipid droplet formation, primary screen, imaging, high-throughput imaging, BODIPY stain; inhibition, % at 6.5 µM; AID 1656, 2009; AML12 mouse hepatocytes, oleate lipid droplets; hit rate 0.4% among 240,000;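 active = lipid droplet intensity inhibited by at least 50%, with more than 500 cells counted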
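Material – AML12 mouse liver cells · Also added – oleate loading, 100 µM · Compound dosing – 6.5 µM single-point dosing · Times – overnight treatment with compound plus oleate · Measured by – fluorescence imaging, 20x objective, two fields per well · Read-out – percent inhibition of filter-corrected integrated lipid droplet intensity per well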
AID2073 = inhibitors of Mint1-CaV2.2 protein interaction, biochemical, HTRF (AID 2073). HTRF protein-protein interaction, Mint1-CaV2.2; higher % means a stronger effect. inhibition, % at 20 µM; hits with a dose series show IC50 in µM. hit rate 0.19% among 290,000; in the data active = inhibition mostly above about 51%, no sharp cut-off; also: some results filed as inactive read as strong as hits
Hep lipid drop cells 6.5 µM = second read-out of Hep lipid drop, no call of its own (marks repeat the call); cell count; measured here: cell count, cytotoxicity flag;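 cells counted across two imaged fields per well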
* hit, by the source's call; . = not tested or not shown. Rule as the data show it, unless noted: active = inhibition above about 50%; inactive = the rest. Some of the compounds tested; count on the stated rates, not on these rows.

SMILES	M1AAP inhibition	SIAH1 antagonists	HEK293 NOD2/NF-kB	XIAP antagonists	CSM14.1 death rescue	M17LAP inhibition	LYP phosphatase	Hep lipid drop	Hep lipid drop cells 6.5 µM	AID2073
Cc1cccc(C)c1NC(=O)C1(NC(=O)C2CCCN2C(=O)OC(C)(C)C)CCCCC1 (stereo not drawn)	4.2%	-2.8%	7.5%	-0.3%	-2.6%	8.4%	-1.0%	.	.	2.3%
CN1C(=O)CC(C(=O)O)SC1=Nc1ccc(F)cc1 (stereo not drawn)	2.1%	3.3%	4.0%	-4.6%	-2.1%	2.5%	-2.4%	-1.8	680	14.9%
COc1cc(C(=O)N=c2sc3c(C)ccc(OC)c3n2C)cc(OC)c1OC	-4.1%	5.3%	19.7%	.	.	0.0%	1.4%	-0.9	697	29.5%
CCCNC(=O)c1ccccc1NC(=O)c1ccccc1N(C)S(C)(=O)=O	0.5%	-7.2%	1.8%	0.6%	-0.9%	3.3%	-7.2%	2.4	688	2.4%
CC(=O)c1cn(N2CCCCC2)c(=O)[nH]c1=O	.	1.9%	-4.8%	.	.	.	-3.5%	-15.5	809	-3.8%
Cc1oc(-c2ccccc2F)nc1CS(=O)(=O)CC(=O)NCc1ccco1	7.2%	4.8%	3.8%	-5.1%	.	12.4%	9.9%	-4.4	691	-3.3%
NC(=O)c1cc(NC(=O)CCCc2nc3ccccc3s2)cc(C(N)=O)c1	3.4%	17.4%	14.1%	.	.	3.2%	-9.4%	1.5	760	8.8%
COc1ccc(N2CCN(C(=O)Cn3cnc4c(cnn4-c4ccccc4)c3=O)CC2)cc1	-0.2%	-0.8%	11.5%	-3.8%	-0.5%	8.9%	2.3%	-14.7	711	12.9%
CCOc1ccccc1NC(=O)c1cc(C(=O)Nc2ccccc2OCC)cc(N2C(=O)CCC2=O)c1	1.9%	6.1%	7.4%	-4.9%	-0.7%	2.2%	-1.1%	4.0	723	18.3%
COc1ccccc1NC(=O)CC1C(=O)Nc2ccccc2N1C(=O)c1ccccc1 (stereo not drawn)	5.5%	19.3%	1.8%	-4.5%	-1.8%	2.2%	-2.5%	-24.5	715	-12.5%
COc1ccc(NC(=O)COC(=O)CC23CC4CC(CC(C4)C2)C3)c([N+](=O)[O-])c1	7.4%	7.3%	7.9%	-5.0%	20.2%	13.2%	-0.3%	-40.7	504	27.7%
O=C(Cc1ccc([N+](=O)[O-])cc1)NC(C(=O)O)C(O)c1cccc([N+](=O)[O-])c1 (stereo not drawn)	.	1.2%	11.8%	.	.	.	-12.8%	1.9	846	6.2%
Cc1ccc(C(=O)N2CCN(c3cccc(Cl)c3)CC2)cc1C	2.1%	0.2%	-8.9%	-6.7%	-1.2%	-1.4%	2.5%	-18.9	809	-0.1%
Cc1ccc(S(=O)(=O)Cn2nnnc2C(C(C)C)N2CCSCC2)cc1 (stereo not drawn)	10.3%	-2.8%	3.7%	5.0%	-1.4%	5.1%	-0.6%	.	.	-12.4%
O=C(OC(C(=O)NC1CCCCC1)c1ccccc1)c1ccco1 (stereo not drawn)	4.1%	-0.4%	-1.9%	-3.0%	0.7%	28.0%	-5.7%	-5.9	760	-2.8%
COc1ccc(C2C(C(=O)NCCN3CCOCC3)c3ccccc3C(=O)N2C)cc1OC (stereo not drawn)	3.6%	1.8%	-2.0%	-1.9%	-1.2%	2.0%	3.9%	.	.	0.6%
COc1ccc(CN(CCC#N)C(=S)NC(=O)c2ccccc2)cc1	9.8%	7.9%	11.1%	-4.0%	-2.1%	11.1%	-5.6%	.	.	-29.5%
Nc1nonc1C(=O)N/N=C/c1ccc(-c2cccc([N+](=O)[O-])c2)o1	7.5%	1.9%	19.7%	-6.1%	1.7%	14.6%	-5.7%	-13.9	742	0.0%
Cc1ccc(NC(=O)NC2CCCCC2)c(C)c1	3.9%	6.3%	7.3%	-8.1%	-2.3%	4.0%	-4.7%	-10.6	607	20.3%
CCc1nc(Sc2nnnn2-c2ccccc2)c2c3c(sc2n1)CCCC3	1.1%	6.1%	11.6%	-5.8%	1.5%	1.5%	-5.3%	-2.7	670	19.3%
CCOC(=O)c1ccc(N2C(=O)Cc3ccccc3C2=O)cc1	.	6.1%	-3.1%	.	.	.	-8.8%	3.6	809	13.7%
CCn1c(C(=O)N2CCc3ccccc3C2)cc2oc3ccccc3c21	9.0%	-2.7%	19.6%	-7.5%	-0.9%	-4.2%	2.3%	1.3	792	9.1%
O=C(CCC1CCCC1)N=C1SC2CS(=O)(=O)CC2N1c1ccccc1F (stereo not drawn)	.	-5.5%	-2.1%	.	.	.	-4.5%	0.7	748	1.0%
Cc1ccsc1C(C(=O)NC(C)(C)C)N(C(=O)c1csnn1)c1ccccc1 (stereo not drawn)	7.6%	0.4%	22.7%	-0.1%	-0.3%	18.6%	-3.1%	4.1	657	-2.4%
N/C(=N\OC(=O)Cc1ccc(-c2ccccc2)cc1)c1ccncc1	1.5%	-4.0%	9.6%	0.0%	1.8%	6.7%	2.7%	-4.0	707	3.8%
COc1ccc(CC2(C)OC(c3ccccc3)=NN2C(C)=O)cc1 (stereo not drawn)	-5.8%	4.3%	-2.0%	-3.4%	-2.3%	13.3%	1.1%	7.3	667	-0.8%
COCCn1c(=O)[nH]c2cc(C(=O)N3CCN(c4ccccc4OC)CC3)ccc2c1=O	7.1%	-4.0%	14.2%	-5.2%	2.1%	14.6%	-2.6%	.	.	-2.2%
CCCCNC(=S)NNC(=O)c1cccnc1	4.3%	-0.2%	9.4%	-1.5%	-1.0%	14.8%	2.3%	3.9	755	-10.4%
COC(=O)CNC(c1ccccc1)c1cc(Br)ccc1NS(=O)(=O)c1ccc(C)cc1 (stereo not drawn)	9.6%	5.7%	14.8%	2.5%	-0.3%	-8.2%	6.3%	-33.9	657	8.9%
Cc1oc(-c2ccc(F)cc2)nc1CN1CCCC(C(=O)N2CCOCC2)C1 (stereo not drawn)	.	-2.2%	7.6%	.	.	.	-11.8%	-3.5	671	12.8%
O=C(NCCCN1CCCC1)c1cc2c(Cl)nc3ccccc3c2s1	0.6%	3.2%	2.7%	-23.5%	-12.0%	5.9%	-9.1%	3.7	675	3.1%
Cc1ccc(C(=O)N/C(=C/c2cccnc2)C(=O)O)cc1	2.4%	-5.0%	1.7%	-4.6%	0.4%	8.8%	-9.2%	-0.1	615	-0.6%
CN(C)S(=O)(=O)Nc1cc(Cl)cc(Cl)c1	3.8%	-0.3%	10.8%	0.5%	-1.5%	7.1%	-3.1%	-0.9	717	-1.0%
O=C(NC1(C(F)(F)F)NC(=O)N(Cc2ccco2)C1=O)c1cccnc1 (stereo not drawn)	10.7%	2.4%	9.6%	-3.8%	-1.8%	-6.1%	-3.5%	0.6	341	2.4%
COc1ccccc1N/C=C1/Sc2cc(Cl)ccc2NC1=O	-5.4%	-1.5%	-9.1%	-0.8%	0.9%	-2.0%	-5.2%	-3.2	681	32.2%
COc1ccc(OCCNS(=O)(=O)c2cccc([N+](=O)[O-])c2)cc1	-0.5%	-2.2%	-12.5%	-3.4%	-1.1%	4.1%	-3.8%	-17.6	649	-14.8%
COc1cc2c(cc1OC)C(C(=O)Nc1cc(OC)c(OC)c(OC)c1)C(c1cccnc1)N(C)C2=O (stereo not drawn)	-2.2%	2.0%	11.6%	-4.9%	-0.6%	8.1%	-6.9%	-1.6	752	-6.5%
CCOc1ccccc1-n1nnnc1SCC(=O)Nc1cc(C)on1	5.0%	1.9%	11.0%	0.0%	-1.6%	1.5%	-3.7%	.	.	-2.6%
CC(C)c1ccc(OCC(=O)Nc2ccc3oc(=O)ccc3c2)cc1	.	7.3%	28.8%	.	.	.	0.4%	3.1	812	8.2%
C=CCOc1cccc(C(=O)N2CCC(CCC(=O)NC3CC3)CC2)c1	.	6.8%	-0.8%	.	.	.	0.4%	-7.8	762	0.7%

An excerpt from the list above:
SMILES	M1AAP inhibition	SIAH1 antagonists	HEK293 NOD2/NF-kB	XIAP antagonists	CSM14.1 death rescue	M17LAP inhibition	LYP phosphatase	Hep lipid drop	Hep lipid drop cells 6.5 µM	AID2073
CC(C)c1ccc(OCC(=O)Nc2ccc3oc(=O)ccc3c2)cc1	.	7.3%	28.8%	.	.	.	0.4%	3.1	812	8.2%
C=CCOc1cccc(C(=O)N2CCC(CCC(=O)NC3CC3)CC2)c1	.	6.8%	-0.8%	.	.	.	0.4%	-7.8	762	0.7%

Further structures
SMILES	M1AAP inhibition	SIAH1 antagonists	HEK293 NOD2/NF-kB	XIAP antagonists	CSM14.1 death rescue	M17LAP inhibition	LYP phosphatase	Hep lipid drop	Hep lipid drop cells 6.5 µM	AID2073
CCOc1ccc(C2=CSC3=NCCN23)cc1	.	-1.9%	0.8%	.	.	.	-7.4%	-0.8	825	-3.4%
Cc1nn(Cc2ccc(F)cc2)c(C)c1NC(=O)c1cnn2c1NC(c1cccs1)CC2C(F)(F)F (stereo not drawn)	1.6%	4.2%	-8.3%	-4.3%	0.0%	3.1%	-2.0%	-1.3	769	-2.5%
CCOc1ccc(S(=O)(=O)N2CCC(C(=O)NCC3CCCO3)CC2)cc1 (stereo not drawn)	.	6.2%	-4.6%	.	.	.	-5.5%	-0.7	835	-3.4%
CCCCC1(Cc2ccc(OC)c([N+](=O)[O-])c2)C(=O)N(c2ccccc2)N(c2ccccc2)C1=O	1.0%	-0.8%	2.5%	-2.2%	-0.7%	-3.9%	3.5%	-14.4	659	-4.9%

Filtered by structure: those above containing fluorine (6)
SMILES	M1AAP inhibition	SIAH1 antagonists	HEK293 NOD2/NF-kB	XIAP antagonists	CSM14.1 death rescue	M17LAP inhibition	LYP phosphatase	Hep lipid drop	Hep lipid drop cells 6.5 µM	AID2073
CN1C(=O)CC(C(=O)O)SC1=Nc1ccc(F)cc1 (stereo not drawn)	2.1%	3.3%	4.0%	-4.6%	-2.1%	2.5%	-2.4%	-1.8	680	14.9%
Cc1oc(-c2ccccc2F)nc1CS(=O)(=O)CC(=O)NCc1ccco1	7.2%	4.8%	3.8%	-5.1%	.	12.4%	9.9%	-4.4	691	-3.3%
O=C(CCC1CCCC1)N=C1SC2CS(=O)(=O)CC2N1c1ccccc1F (stereo not drawn)	.	-5.5%	-2.1%	.	.	.	-4.5%	0.7	748	1.0%
Cc1oc(-c2ccc(F)cc2)nc1CN1CCCC(C(=O)N2CCOCC2)C1 (stereo not drawn)	.	-2.2%	7.6%	.	.	.	-11.8%	-3.5	671	12.8%
O=C(NC1(C(F)(F)F)NC(=O)N(Cc2ccco2)C1=O)c1cccnc1 (stereo not drawn)	10.7%	2.4%	9.6%	-3.8%	-1.8%	-6.1%	-3.5%	0.6	341	2.4%
Cc1nn(Cc2ccc(F)cc2)c(C)c1NC(=O)c1cnn2c1NC(c1cccs1)CC2C(F)(F)F (stereo not drawn)	1.6%	4.2%	-8.3%	-4.3%	0.0%	3.1%	-2.0%	-1.3	769	-2.5%

Assay outcomes from PubChem.
